Screening results: PubChem, Emory University Molecular Libraries Screening Center
PGE2 EP2 inh: inhibitors of human EP2 prostaglandin E2 receptor; P43116; C6 glioma cells expressing human EP2, cAMP TR-FRET; cells stimulated with saturating PGE2; inhibition, % at 25 µM; hit rate 0.52% among 260,000; AID 1422;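 active = percent inhibition above 40 after rounding to a whole number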;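 also: rat C6 glioma host cells with rolipram phosphodiesterase inhibitor present; the protocol text gives 20 µM as final concentration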
Target sequence (P43116 whole entry, looked up): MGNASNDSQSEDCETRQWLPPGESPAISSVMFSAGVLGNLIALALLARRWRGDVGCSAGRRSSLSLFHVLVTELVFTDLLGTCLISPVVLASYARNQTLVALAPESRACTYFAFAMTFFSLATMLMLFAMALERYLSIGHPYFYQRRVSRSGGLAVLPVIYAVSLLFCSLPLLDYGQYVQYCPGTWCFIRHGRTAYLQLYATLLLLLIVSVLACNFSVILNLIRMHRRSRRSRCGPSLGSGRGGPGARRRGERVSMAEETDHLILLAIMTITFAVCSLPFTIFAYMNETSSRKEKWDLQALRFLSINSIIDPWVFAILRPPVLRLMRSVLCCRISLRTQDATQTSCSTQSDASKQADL
* hit, by the source's call. A portion of the library. The share of hits here may be higher or lower than overall.

No.	canonical_smiles	PGE2 EP2 inh
1	Cc1cc(C)c2cc(C#N)c(SCC(=O)Nc3ccccc3)nc2c1	14.6
2	COc1cccc(N2CCN(CC(=O)Nc3cccc4ccccc34)CC2)c1	11.6
3	Cc1nn(CCC(=O)N2CCN(CCOc3ccc(F)cc3)CC2)c(C)c1C	5.5
4	CC(C)c1nnc(NC(=O)c2c(O)c3cccc4c3n(c2=O)CC4)s1	9.7
5	CCc1cc(N2CCN(c3ncccn3)CC2)n2nc3nc(C)cc(C)c3c2n1	5.1
6	CCCc1ncc(CN2CCC(O)(c3ccc4c(c3)OCO4)CC2)cn1	-0.4
7	CCn1c(CN2CCc3nc(N4CCC(C)CC4)[nH]c(=O)c3C2)nc2ccccc21	3.0
8	Cc1cccc2cc(C(c3nnnn3C3CCCC3)N3CCC(C)CC3)c(=O)[nH]c12 (stereo unspecified)	11.9
9	O=C(Cn1cc(C(=O)c2ccco2)c2ccccc21)Nc1ccc(F)cc1	8.3
10	O=C(/C=C/c1ccc(O)c(O)c1)OC(Cc1ccc(O)c(O)c1)C(=O)O (stereo unspecified)	12.8
11	COc1cccc(CNC(=O)CN2C(=O)[C@H]3CCCN3C(=O)c3ccccc32)c1	3.0
12	COc1ccc(OCc2nnc(SCc3ccccc3)n2C)cc1	13.6
13	CC1CCCN(CCC(=O)Nc2ccccc2Cl)C1 (stereo unspecified)	9.2
14	COc1ccccc1C(C(=O)NC(C)(C)C)N(C(=O)c1csnn1)C1CC1 (stereo unspecified)	9.2
15	CCCOc1ccc2ccccc2c1C(c1c(C)[nH][nH]c1=O)c1c(C)[nH][nH]c1=O	12.5
16	CCOc1ccc2[nH]c(C(=O)NCc3noc(-c4ccccc4)n3)c(C)c2c1	4.2
17	CCOc1ccc2[nH]c3c(c2c1)CN(C(=O)c1cnc(C(C)(C)C)nc1)CC3	6.4
18	COc1ccc(-n2cnc3sc4c(c3c2=O)CCCCC4)cc1	10.8
19	CCC(=O)N(CCCN(CC)CC)c1nc(-c2ccc(OC)cc2)cs1	12.7
20	OC[C@H]1O[C@@H](O[C@H]2[C@H](O)[C@@H](O)[C@@H](O)O[C@@H]2CO)[C@H](O)[C@@H](O)[C@@H]1O	9.2
21	CC(C)Sc1nc2c(c(=O)[nH]c(=O)n2C)n1CC(O)COc1cccc2ccccc12 (stereo unspecified)	10.4
22	Cc1ccc(-c2nnn(CC(=O)N3CCCc4ccccc43)n2)o1	7.4
23	C[N+]1(Cc2cc3ccccc3c3c2COC3)CCCCC1	10.0
24	COc1ccc(-c2ncc(CNC3(c4ccccc4F)CCCC3)cn2)cc1	4.4
25	COc1ccc(-n2c(SC)nnc2-c2ccc(Cl)cc2)c(OC)c1	9.6
26	C(=Nc1ccc2c(c1)Cc1ccccc1-2)c1ccccn1	10.9
27	CC(C)C[C@H](N)C(=O)O	17.5
28	COc1ccc(N2CCN(C(c3ccccc3Cl)c3nnnn3Cc3ccco3)CC2)cc1 (stereo unspecified)	6.3
29	CN1C(=O)N(CC(=O)NCc2cccc(F)c2)c2cccnc2N1C	6.0
30	COC(=O)CNC(=O)C(Cc1c[nH]c2ccccc12)NC(C)=O (stereo unspecified)	13.9
31	CCCn1c(SCC(=O)NNC(=O)C(C)C)nc2c1c(=O)n(C)c(=O)n2C	6.3
32	CC(C)n1c(SCC(=O)N2CCCCC2)nc2c1c(=O)n(C)c(=O)n2C	12.0
33	CC(Sc1nc(-c2ccccc2)cc(C(F)(F)F)n1)C(=O)NN1CCCCC1 (stereo unspecified)	5.7
34	CCc1ccc2[nH]c3nc(SCC(=O)NCC4CCCO4)nnc3c2c1 (stereo unspecified)	23.0
35	C[C@@H](Cn1nnc2ccccc21)NC(=O)c1ccc(Cn2cccn2)o1	9.8
36	O=C(CSc1nnnn1-c1ccc2c(c1)OCCO2)Nc1ccc2c(c1)OCCO2	14.6
37	Cc1ccc(NC(=O)Cn2cnc3sc4c(c3c2=O)CCC(C)C4)cc1 (stereo unspecified)	3.5
38	COc1ccc2c(c1)OCC(Cc1ccc(O)c(OC)c1)C2=O (stereo unspecified)	11.1
39	COc1ccc(-n2ncc3c(SCC(=O)OC4CCCCC4)ncnc32)cc1	13.9
40	CCNC(=S)N(Cc1ccc(OC)cc1)Cc1cc2cc(OC)ccc2[nH]c1=O	22.9
41	Cc1ccc(NC(=O)C(C#N)Cc2ccncc2)c(C)c1 (stereo unspecified)	14.6
42	Cc1ccc(Oc2ccc(CNC(=O)c3cc(-c4cnn(C)c4)n[nH]3)cc2)cc1	12.6
43	O=C(O)c1cc(N=Cc2ccccc2O)cc(C(=O)O)c1	13.1
44	CC1CCN(C(=O)CCSc2nc(-c3ccc4c(c3)OCO4)cc(C(F)(F)F)n2)C(C)C1 (stereo unspecified)	12.1
45	CCOc1ccc(N(CC(=O)N2CCN(Cc3ccccc3)CC2)S(C)(=O)=O)cc1	11.2
46	COc1cccc(C(NC(=O)c2nccc3ccccc23)c2nccn2C)c1OC (stereo unspecified)	12.6
47	O=C(CN1CCN(c2ccccc2)CC1)Nc1ccc2c(c1)OCO2	7.5
48	CC(=O)c1ccc(S(=O)(=O)N2CCc3ccccc3C2)cc1	12.9
49	Cc1ccc(NC(=O)CSc2nnc(-c3cccs3)n2C)cc1C	10.1
50	C[C@H]1C=CC(=O)O[C@H]1c1ccccc1	13.2
51	COc1ccc(C2(C)NN=C3Oc4ccccc4N32)cc1 (stereo unspecified)	4.7
52	CN(C)CCNC(=O)CN1N=C(C(C)(C)C)Cn2c(cc3sccc32)C1=O	9.3
53	COc1ccccc1NC(=O)c1ccc(CSc2nnc3c(n2)[nH]c2ccccc23)cc1	13.2
54	O=C(CCSc1nc(-c2ccc3c(c2)OCO3)cc(C(F)(F)F)n1)NCc1ccc(F)cc1	25.5
55	CCn1c(Cc2ccccc2)nnc1SCC(=O)N1CCC(C)CC1	8.2
56	CS(=O)(=O)N(CC(=O)N1CCOCC1)c1cccc2ccccc12	4.7
57	CCn1c(SCC(=O)Nc2ccccc2C(=O)OC)nnc1-c1cccnc1	8.2
58	CCn1c(SCC(=O)Nc2cc(OC)cc(OC)c2)nnc1-c1ccco1	20.2
59	CCOC(=O)c1ccc(NC(=O)CSc2nnc(-c3ccco3)n2CC)cc1	14.3
60	Cc1ccc(C(C)C)cc1S(=O)(=O)Nc1ccncc1	11.0

Next part; it opens with the four that closed the last part.
No.	canonical_smiles	PGE2 EP2 inh
57	CCn1c(SCC(=O)Nc2ccccc2C(=O)OC)nnc1-c1cccnc1	8.2
58	CCn1c(SCC(=O)Nc2cc(OC)cc(OC)c2)nnc1-c1ccco1	20.2
59	CCOC(=O)c1ccc(NC(=O)CSc2nnc(-c3ccco3)n2CC)cc1	14.3
60	Cc1ccc(C(C)C)cc1S(=O)(=O)Nc1ccncc1	11.0
61	CC(C)[C@H](Cn1nnc2ccccc21)NC(=O)Cn1ncc2ccccc2c1=O	8.2
62	Cc1c(C#N)c(N)nc(SCC(N)=O)c1C#N	15.6
63	O=C(O)c1cc(-c2ccc(-c3ccc(-c4cc(C(=O)O)c5cc(Cl)ccc5n4)cc3)cc2)nc2ccc(Cl)cc12	21.0
64	COC(=O)C1CCN(C(=O)c2c(OC)cccc2OC)CC1	16.7
65	O=C(CSc1nnnn1Cc1ccc2c(c1)OCO2)Nc1cccc(F)c1	6.5
66	CC(=O)c1cn(CC(N)=O)c2ccccc12	9.0
67	CCCn1c(SCCN2CCOCC2)nc2c1c(=O)n(C)c(=O)n2C	4.7
68	Cc1cccc(C(C(=O)NC2CCCCC2)N(C(=O)c2csnn2)C2CC2)c1 (stereo unspecified)	6.7
69	COc1ccc(-c2cc(C(F)(F)F)nc(SCC(=O)NC3CCCCC3)n2)cc1	11.4
70	Cc1sc(NC(=O)CN(C(=O)c2cccs2)C2CCCC2)c(C(N)=O)c1C	15.3
71	N#Cc1c(NC(=O)C2CCCCC2)sc2c1CCCC2	30.8
72	O=C(CN(Cc1ccco1)C(=O)CCC(=O)Nc1nccs1)NCc1ccco1	6.8
73	O=C(O)CSc1ccn(Cc2ccccc2)c1	11.3
74	O=C(OC1CSc2nc3ccccc3n2C1)c1ccccc1Cl (stereo unspecified)	4.5
75	CCCn1c(SCC(=O)Nc2ccc(C(C)=O)cc2)nnc1-c1ccoc1C	16.7
76	Nc1cc(-c2cccs2)nn(CC(=O)Nc2ccccc2-c2ccccc2)c1=O	6.9
77	CC(C)NC(=O)C1CCCN1S(=O)(=O)c1ccc(Cl)cc1 (stereo unspecified)	13.8
78	Cc1cc2c(o1)c1cnn(Cc3ccncc3)c(=O)c1n2C	6.1
79	O=C(Nc1cccc(Cl)c1N1CCCCC1)c1cccnc1	7.3
80	CCc1c(C)sc2nc(C)nc(SCC(=O)Nc3ccccc3OC)c12	8.8
81	Cc1ccc(C)c2[nH]c(=O)c(C(c3nnnn3Cc3ccccc3)N3CCN(C)CC3)cc12 (stereo unspecified)	10.6
82	Cc1cc(C(=O)NCCOc2ccccc2Cl)co1	3.7
83	CCN1C(=O)C(C(=O)NC(C)c2ccc(OC)cc2)C2CC1(C)Oc1ccccc12 (stereo unspecified)	10.9
84	CCCc1ncc(C[n+]2ccccc2C)c(N)n1	5.4
85	CCn1c(CSCc2ccc(F)cc2)nnc1SCC(=O)Nc1nc(C)cs1	10.3
86	Cn1cc([N+](=O)[O-])c(C(=O)NNC(=O)c2sc3ccccc3c2Cl)n1	11.8
87	COc1cc2cc(CN(Cc3cccnc3)Cc3nnnn3C3CCCC3)c(=O)[nH]c2cc1OC	9.1
88	N#Cc1c(NC(=O)C2CC(c3cccc(Br)c3)=NO2)sc2c1CCC2 (stereo unspecified)	8.6
89	O=c1[nH]nc(-c2nccc3ccccc23)o1	12.8
90	CCc1cc2cc3c(cc2nc1SCC(=O)Nc1ccc(N2CCOCC2)cc1)OCO3	8.3
91	COc1ccc(NC(=O)CSc2nc(-c3ccco3)cc(C(F)(F)F)n2)cc1Cl	12.9
92	CCOc1ccc(-c2cc(C(=O)NC3CCCN(C)C3)[nH]n2)cc1 (stereo unspecified)	5.3
93	O=C1NC(=O)N(c2ccc(F)cc2)C(=O)/C1=C/c1ccc(N2CCOCC2)o1	10.3
94	Cc1cccc(NC(=O)COc2ccc(S(=O)(=O)N3CCCC3)cc2)c1	10.3
95	CC(C)(C)C1(O)CC(C(F)(F)F)=NN1C(=O)c1ccncc1 (stereo unspecified)	9.7
96	COC(=O)C[C@H]1c2cc(C(F)(F)F)ccc2S(=O)(=O)N1C1CCCCC1	-4.0
97	COc1ccc(N2CCN(CC(O)c3c[nH]c4cc(OC)ccc34)CC2)cc1 (stereo unspecified)	10.8
98	Nc1ccc(N2CCCC2)cc1	68.3*
99	O=C(O)CN1CCN(CCO)CC1	1.2
100	O=C(/C=C/c1ccco1)N/C(=C\c1ccc2c(c1)OCO2)C(=O)N1CCCCCC1	11.3
101	COc1ccc(/C=C/c2nc3ccccc3c(=O)n2C)cc1	11.3
102	CCOc1ccc(-c2csc3ncn(CC(=O)OC(C)C)c(=O)c23)cc1	11.8
103	CC1=C([N+](=O)[O-])C(c2ccc(Cl)cc2)N(C)C(=O)N1C (stereo unspecified)	27.8
104	CC1c2ccsc2CCN1Cc1ccc2c(c1)n(C)c(=O)n2C (stereo unspecified)	5.2
105	CC(=O)N1CCCc2cc(C(O)CN3CCC(C)CC3)ccc21 (stereo unspecified)	4.2
106	Cc1ccccc1NC(=O)COC(=O)c1ccccn1	7.6
107	CCc1nc(SC(C)C(=O)Nc2ccc(Cl)cc2)n[nH]1 (stereo unspecified)	11.4
108	CC(C)c1n[nH]c(=S)n1C	9.2
109	CN(C)CCC[C@@H]1c2ccccc2Oc2ccc(C(F)(F)F)cc21	58.5*
110	COc1cc(C(=O)N(Cc2cc3ccccc3[nH]c2=O)c2ccccc2)cc(OC)c1OC	12.8
111	CC1=CC(c2ccccc2)n2ncnc2N1 (stereo unspecified)	7.2
112	Cc1ccc(C)c(-n2c(SCC(N)=O)nnc2-c2ccco2)c1	8.0
113	COc1cccc(C(=O)Nc2nc3cc(Cl)c(OC)cc3s2)c1	15.5
114	CC(C(=O)N1c2ccccc2Sc2ccccc21)n1nnc(-c2ccc(N3CCOCC3)cc2)n1 (stereo unspecified)	17.9
115	COc1ccc(CNc2cccc(C)n2)c(O)c1	7.3
116	COCCN(C(=O)c1cccs1)C(C(=O)NC1CCCCC1)c1ccc(Cl)cc1 (stereo unspecified)	7.9
117	COc1ccccc1NC(=O)CSc1nc2c(C)cc(C)cc2cc1C#N	19.3
118	O=c1oc2cc(Br)ccc2n1Cc1ccccc1	6.9
119	Cc1ccc(C)c2[nH]c(=O)c(CN(Cc3nnnn3CCc3ccccc3)C3CCCCC3)cc12	10.7
120	Cc1occc1-c1nn(CC(=O)NCCc2ccccc2)c(=O)o1	3.9

(more compounds)
No.	canonical_smiles	PGE2 EP2 inh
121	COC(=O)c1c(NC(=O)c2ccc(Cl)cc2)sc(C(=O)N2CCCCC2)c1C	10.2
122	CC(=O)c1ccc(NC2OCC(O)C(O)C2O)cc1 (stereo unspecified)	12.8
123	CCCC(=O)Nc1cc2c(cc1C(=O)c1ccccc1Cl)OCCO2	13.1
124	O=c1[nH]c2ccccc2cc1-c1noc(-c2ccncc2)n1	5.6
125	Cc1cc(C)c(S(=O)(=O)N(C)CC(=O)NCc2cccnc2)c(C)c1	7.8
126	COc1cccc(CN(CCCn2ccnc2)Cc2ccc(C)s2)c1	9.1
127	CCc1cccc(N(C(=O)c2csnn2)C(C(=O)NC(C)(C)C)c2cccs2)c1 (stereo unspecified)	4.8
128	CC(C)(C)c1ccc(Cn2nnc3c(=O)[nH]c(C4CCN(C(=O)C5CCCCC5)CC4)nc32)cc1	7.7
129	C=C1CCC(=O)C(C)CCC2C1CC2(C)C (stereo unspecified)	10.7
130	COc1ccccc1N1CCN(CCN(C(=O)C2CCCCC2)c2ccccn2)CC1	10.3
131	COc1ccc2[nH]c(=O)c(C(c3nnnn3C3CCCC3)N3CCCC3)cc2c1 (stereo unspecified)	13.8
132	Cc1nnc(SCC(=O)NNC(=O)COc2ccc(Cl)cc2)n1C	6.2
133	N#C[C@H]1C(O)C(O)c2ccccc2N1C(=O)c1ccccc1 (stereo partly specified)	15.4
